PP1 inh: blocks human PP1-alpha phosphatase, a PP5 counter-screen; inhibition, % at 6.7 µM; P62136; purified PP1alpha, OMFP fluorescence; 0.9% of 320,000 active;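 active = inhibition above the mean inhibition of all tested compounds plus 3 SD, computed separately for each screening campaign, cut at about 15% in these data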
Target sequence (P62136 whole entry, looked up): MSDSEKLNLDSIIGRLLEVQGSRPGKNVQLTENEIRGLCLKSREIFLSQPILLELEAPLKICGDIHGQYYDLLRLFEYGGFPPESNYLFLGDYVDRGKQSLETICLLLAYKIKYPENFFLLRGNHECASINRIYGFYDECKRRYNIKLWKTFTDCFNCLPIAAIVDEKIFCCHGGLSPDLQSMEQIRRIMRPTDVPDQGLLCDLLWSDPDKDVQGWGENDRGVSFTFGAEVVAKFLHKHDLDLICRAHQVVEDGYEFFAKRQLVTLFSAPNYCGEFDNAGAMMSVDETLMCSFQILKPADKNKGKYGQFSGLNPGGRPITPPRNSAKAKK
TPT1 inhibitor: blocks Candida albicans tRNA 2'-phosphotransferase. AID 1962. inhibition, % at 5 µM. recombinant caTPT1, FP RNA substrate dephosphorylation. 0.81% of 300,000 active;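 active = inhibition above the mean of all tested compounds plus 3 SD, set per screening campaign, cut at about 24% in these data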;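 also: plate controls were DMSO alone for no effect and ferristatin control at 100 nM for full effect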
PREPL inhibitor: inhibits the human prolyl oligopeptidase-like enzyme. AID 2751. recombinant PREPL, fluorescence polarization activity-based probe. 0.68% of 320,000 active. inhibition, % at 5.96 µM. Q4J6C6; in the data active = inhibition above about 43%;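 also: 0% = enzyme with DMSO and 100% = wells lacking enzyme; many of its hits are not listed in these tables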
CTSL1 counter: cathepsin L1 inhibition, PFM18AAP counter-screen; recombinant F. hepatica cathepsin L1, Z-Leu-Arg-MCA fluorescence; inhibition, % at 5.96 µM; 0.49% of 300,000 active; AID 1906;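 active = inhibition above the mean of all tested compounds plus 3 SD, set per screening campaign, cut at about 17% in these data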;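 also: 0% = plate median of test compound wells and 100% = 1 µM Z-Phe-Ala-diazomethylketone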
ZTA DNA inh: blocks Epstein-Barr virus ZTA, an EBNA-1 counter-screen | P03206 | ZTA-DNA binding, fluorescence polarization | inhibition, % at 11 µM | 0.15% of 320,000 active | AID 2234; in the data active = inhibition above about 33%
Target sequence (P03206 whole entry, looked up): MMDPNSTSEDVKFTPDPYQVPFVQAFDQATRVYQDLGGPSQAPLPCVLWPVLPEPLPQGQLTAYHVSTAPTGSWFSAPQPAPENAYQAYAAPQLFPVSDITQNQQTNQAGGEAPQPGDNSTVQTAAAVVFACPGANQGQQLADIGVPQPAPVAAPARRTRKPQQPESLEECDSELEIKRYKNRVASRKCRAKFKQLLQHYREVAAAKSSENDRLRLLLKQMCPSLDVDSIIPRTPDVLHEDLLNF
Efflux pump inh: antifungal efflux pump inhibition, Nile Red retention. S. cerevisiae Candida pump triplex. inhibition, % at 10 µM. 0.44% of 330,000 active. AID 485275;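 active = plate passing quality check with inhibition over a set limit, or well fluorescence over plate mean plus 4 SD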;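 also: Nile Red retained in pooled yeast measured as flow cytometry median fluorescence; 0% = buffer negative control and 100% = Enniatin B positive control; higher means more Nile Red kept so more efflux inhibition; some compounds called inactive have numbers as strong as hits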
EBNA-1 inh: blocks EBNA-1 binding to DNA. 0.34% of 300,000 active. AID 1950. EBNA-1 DNA binding, fluorescence polarization. inhibition, % at 14.8 µM; in the data active = inhibition above about 28%
PP5 inh: blocks human protein phosphatase 5 activity; inhibition, % at 6.7 µM; P53041; AID 1987; 0.18% of 320,000 active; purified PP5c, OMFP substrate fluorescence;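 active = inhibition above the campaign's mean inhibition across all tested compounds plus 3 SD, cut at about 9.5% in these data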;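 also: 0% = DMSO only and 100% = 100 µM cantharidin control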
Target sequence (P53041 whole entry, looked up): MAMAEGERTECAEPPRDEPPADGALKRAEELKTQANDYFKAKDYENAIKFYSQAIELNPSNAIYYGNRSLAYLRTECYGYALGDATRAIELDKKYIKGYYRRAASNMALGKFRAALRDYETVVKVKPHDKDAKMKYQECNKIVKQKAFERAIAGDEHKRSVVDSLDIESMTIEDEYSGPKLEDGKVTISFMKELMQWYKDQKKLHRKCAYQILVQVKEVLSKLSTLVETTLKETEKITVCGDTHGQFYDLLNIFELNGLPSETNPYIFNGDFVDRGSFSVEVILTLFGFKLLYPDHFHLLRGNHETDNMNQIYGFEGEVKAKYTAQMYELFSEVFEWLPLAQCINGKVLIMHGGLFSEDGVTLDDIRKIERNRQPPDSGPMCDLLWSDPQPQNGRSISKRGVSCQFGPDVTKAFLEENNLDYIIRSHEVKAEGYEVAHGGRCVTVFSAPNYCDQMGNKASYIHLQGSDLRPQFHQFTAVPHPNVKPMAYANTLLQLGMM
HCV core dimer: blocks dimerization of HCV core protein; inhibition, % at 5 µM; 0.33% of 300,000 active; TR-FRET GST/Flag-core106 dimerization, 1536-well;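 active = inhibition above the mean of all tested compounds plus 3 SD, set per screening campaign, cut at about 45% in these data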
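Assay system – GST-tagged and Flag-tagged HCV core protein residues 1-106 · Quantity – core106 proteins, GST 13.5 nM and Flag 17 nM · Benchmarks – unlabelled core106 and no-GST-core106 wells · Read-out basis – percent inhibition of core106 dimerization signal · Detection – time-resolved FRET, ex 340 nm, em 617 and 671 nm · Schedule – 4 h at 22.5 °C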
The depositor's hits bear a star; . = no result given.

SMILES	PP1 inh	TPT1 inhibitor	PREPL inhibitor	CTSL1 counter	ZTA DNA inh	Efflux pump inh	EBNA-1 inh	PP5 inh	HCV core dimer
CC(C)(C(=O)N[C@H](CO)c1ccccc1)C(=O)N[C@H](CO)c1ccccc1	-2	-3	-4	9	2	-0.2	9	1.1	-18
NNC(=O)c1csc(COc2cc(Cl)cc(Cl)c2)n1	-3	3	-9	1	-6	0.0	10	-1.5	-4
Cc1onc(-c2ccc(Cl)cc2Cl)c1-c1csc(COc2ccccc2)n1	-4	-1	-3	-3	3	0.0	2	-1.1	1
Oc1ccc(/C=C/c2ccnc3ccccc23)cc1	1	3	1	-4	-17	0.0	4	4.2	0
Nc1nc2n(n1)C(c1cccs1)CC(c1ccccc1)N2 (stereo not drawn)	-2	-5	28	-4	11	0.1	17	1.1	6
COc1ccc(NC(=O)CC2C(=O)NCCN2C(=O)Nc2ccc(C(F)(F)F)cc2)cc1 (stereo not drawn)	-2	1	6	2	-9	0.3	-4	1.0	-11
C=CCOc1c(Br)cc(/C=N/NC(N)=O)cc1OC	-5	-1	-2	-5	-3	0.1	2	2.0	-2
COc1ccc(NS(=O)(=O)c2cccc(C(=O)NCc3ccco3)c2)cc1	-5	0	-9	-5	-1	0.0	0	1.7	3
C/C(=C1/SC(N2CC(C)OC(C)C2)=NC1=O)c1ccccc1 (stereo not drawn)	-4	-1	-7	2	-17	0.0	-2	1.4	0
NC(N)=N/N=C/c1ccc(OCc2ccccc2Cl)cc1	17*	0	14	-2	-13	0.3	-13	3.8	-2
O=C(N/N=C\c1cc2c(cc1Cl)OCO2)c1ccc(Br)s1	1	0	-3	0	3	0.1	20	-0.8	8
COc1ccc(C2C(C(=O)Nc3ccccc3)=C(C)N=C3SCC(=O)N32)cc1 (stereo not drawn)	0	-2	-1	-3	-5	0.1	0	2.6	3

Arranged by heavy-atom count (falling): some entries from above
SMILES	PP1 inh	TPT1 inhibitor	PREPL inhibitor	CTSL1 counter	ZTA DNA inh	Efflux pump inh	EBNA-1 inh	PP5 inh	HCV core dimer
CC(C)(C(=O)N[C@H](CO)c1ccccc1)C(=O)N[C@H](CO)c1ccccc1	-2	-3	-4	9	2	-0.2	9	1.1	-18
O=C(N/N=C\c1cc2c(cc1Cl)OCO2)c1ccc(Br)s1	1	0	-3	0	3	0.1	20	-0.8	8
Oc1ccc(/C=C/c2ccnc3ccccc23)cc1	1	3	1	-4	-17	0.0	4	4.2	0

Back to the main list with the 5 entries that preceded the break.
SMILES	PP1 inh	TPT1 inhibitor	PREPL inhibitor	CTSL1 counter	ZTA DNA inh	Efflux pump inh	EBNA-1 inh	PP5 inh	HCV core dimer
COc1ccc(NS(=O)(=O)c2cccc(C(=O)NCc3ccco3)c2)cc1	-5	0	-9	-5	-1	0.0	0	1.7	3
C/C(=C1/SC(N2CC(C)OC(C)C2)=NC1=O)c1ccccc1 (stereo not drawn)	-4	-1	-7	2	-17	0.0	-2	1.4	0
NC(N)=N/N=C/c1ccc(OCc2ccccc2Cl)cc1	17*	0	14	-2	-13	0.3	-13	3.8	-2
O=C(N/N=C\c1cc2c(cc1Cl)OCO2)c1ccc(Br)s1	1	0	-3	0	3	0.1	20	-0.8	8
COc1ccc(C2C(C(=O)Nc3ccccc3)=C(C)N=C3SCC(=O)N32)cc1 (stereo not drawn)	0	-2	-1	-3	-5	0.1	0	2.6	3
COc1cccc(CC(NC(C)=O)C(=O)NC2CCN(S(=O)(=O)c3ccc(C)cc3)CC2)c1OC (stereo not drawn)	-10	-3	0	-3	19	0.2	3	-1.5	-3
CCCCCCCCCC(=O)N1CCN(c2cc3c(cc2F)c(=O)c(C(=O)O)cn3CC)CC1	11	-1	-4	3	2	0.0	7	-2.0	12
N/C(=N\OC(=O)c1ccc(F)cc1)c1ccccc1	-3	0	4	2	4	0.1	0	0.9	0
CC(=O)Nc1cccc(C(=O)NNC(=O)c2n[nH]c(=O)c3ccccc23)c1	-3	.	1	.	3	-0.1	.	-1.3	.
CCOc1ccc(-n2c(COc3ccccc3)nnc2SCC(N)=O)cc1	3	-1	-55	7	-5	-0.1	5	-1.1	-6
CCOCC(=O)Nc1c(C(=O)Nc2ccccc2OC)oc2ccccc12	0	-3	-5	0	-10	-0.2	0	0.9	1
O=C(CNS(=O)(=O)c1ccc(Cl)cc1)OCC(=O)N1CCCc2ccccc21	5	-2	29	-28	4	0.2	-3	0.5	0
CCOc1ccc(N=C/C=C/c2ccccc2)c(O)c1	7	-21	11	-4	20	-0.4	-3	9.9*	1
O=C(O)C1CCN(C(=O)COc2ccc(Br)cc2)CC1	0	1	9	-3	-18	-0.1	2	-3.2	-3
CCn1cc(C(=O)NCC(C)C)c(=O)c2cc(F)c(N3CCN(C)CC3)cc21	4	-2	-7	-2	-3	0.0	6	3.8	6
CCOC(=O)c1ccc(-n2c(N)c(C(=O)NCC3CCCO3)sc2=S)cc1 (stereo not drawn)	-4	2	0	-1	9	0.1	-2	-0.9	3
C(=NCCCN1CCOCC1)c1ccc2c(c1)OCO2	-3	0	8	-2	-4	-0.4	5	1.2	6
O=C(COc1ccc(-c2nnco2)cc1)NCc1ccccc1Cl	-3	-1	12	1	-19	0.1	0	1.2	-2
O=C(N/C(=C/c1cccnc1)C(=O)N1CCCCCC1)c1cccc(Br)c1	0	-2	-5	0	-12	-0.2	7	1.5	-6
O=C(NCC1CCCO1)C(c1ccc(F)cc1)N(Cc1ccc(F)cc1)C(=O)Cn1nnc(-c2cccs2)n1 (stereo not drawn)	7	-2	2	2	0	-0.1	0	2.8	-4
Cc1ccc(NC(=O)CCCNC(=O)c2ccc(Cl)cc2)c(O)c1	-2	-3	18	1	3	-0.1	9	0.0	5
CN(C)CCCNC(=O)CC(c1ccccc1)c1ccccc1O (stereo not drawn)	-3	3	1	-3	-7	0.0	-6	2.7	-4
Cc1cccc(NC(=O)COc2cccc3c2CCN(C)C3=O)c1	-2	0	14	4	-14	-0.1	3	-0.1	-1
COc1cc(OC)cc(-c2nc3ccccc3c(=O)n2OC(=O)c2ccc(C)c(C)c2)c1	-2	0	0	1	4	0.3	7	3.1	13
O=C(Nc1cccc(Cl)c1)N1N=CCC1c1ccccc1 (stereo not drawn)	-2	1	-10	0	-21	0.1	-1	0.6	3
O=C(NCc1ccco1)c1ccccc1NS(=O)(=O)c1ccc(Cl)s1	1	-1	2	2	10	-0.2	12	3.1	4
COCc1cc(=O)n2[nH]c(C(C)(C)C)cc2n1	-1	3	-1	0	-2	0.0	5	-1.4	0
O=C(c1ccc(N2CCN(C(=O)c3ccc(F)c(F)c3)CC2)cc1)c1cccc(F)c1	0	-1	22	4	-6	0.0	2	3.2	4
COc1ccccc1C(=O)NNC(=O)c1ccc(Br)o1	-2	-1	1	-6	3	-0.1	-3	1.9	-3
C=CCOc1ccc(C(c2c(C(=O)O)[nH]c3ccccc23)c2c(C(=O)O)[nH]c3ccccc23)cc1	12	-1	16	3	13	-0.3	25	3.6	19
COc1ccc(C(=O)Nc2ccc([N+](=O)[O-])cn2)cc1OC	-5	1	3	8	1	0.7	5	-2.0	16
CCC(CC)NC(=O)CO/N=C/c1ccc(Cl)cc1Cl	0	0	8	3	7	0.0	4	-0.2	4
CC(c1ccccc1)n1cc(C(=O)NCCN2CCOCC2)nn1 (stereo not drawn)	-1	-7	8	5	-7	-0.1	5	0.0	0
Cn1cc(Cl)c(-c2n[nH]c(=S)n2-c2ccccc2)n1	0	-3	0	0	-11	0.2	2	-0.2	-3
COc1ccccc1CC(=O)NCCc1c[nH]c2ccccc12	4	-2	-15	-2	-12	-0.5	-1	2.7	-8
Cc1nc(SC(C)C(=O)NC2CCCCC2C)c2c(C)c(C)sc2n1 (stereo not drawn)	14	-1	3	0	0	-0.3	0	0.9	-1
O=C(NC1CCSc2ccccc21)c1ccc(C(F)(F)F)cc1 (stereo not drawn)	-1	-1	-9	-1	4	0.1	0	0.4	8
COc1ccccc1-c1c(C)nn2c(N3CCCCCC3)cc(C)nc12	4	1	4	1	-4	0.2	-8	4.1	8
COc1cccc(C2C(C#N)=C(N)SC(c3ccccc3)C2[N+](=O)[O-])c1 (stereo not drawn)	5	1	17	-4	-7	0.3	-8	3.6	7
CCCCNC(=O)/C(C#N)=C/c1ccc(F)cc1F	-4	0	7	10	8	0.1	9	-1.1	-1
O=C(CO/N=C/c1ccccc1)Nc1c(F)c(F)c(F)c(F)c1F	-3	-1	3	-1	-8	-0.1	7	1.3	-8
Cc1ccc(NC(=O)CNC(=O)c2ccco2)nc1	-1	4	2	-3	12	-0.1	-3	1.9	-1
COc1ccccc1C(=O)Nc1nnc(-c2ccc(Cl)cc2)o1	-1	-2	-4	2	-4	-0.2	0	0.8	8
Cc1nn(-c2ccc([N+](=O)[O-])cc2)c2c1C(c1ccc(OC(F)F)cc1)N1C(=N2)C(=O)Nc2ccccc21 (stereo not drawn)	-5	3	8	1	0	1.6*	-15	-2.5	20
O=C(NCc1ccccn1)C1CCN(S(=O)(=O)c2ccc(Br)cc2)CC1	2	4	5	-1	0	0.1	3	-1.0	-6
CCCCNC(=S)NCC(c1ccccc1)c1c[nH]c2ccccc12 (stereo not drawn)	2	2	0	3	-18	-0.1	-10	5.2	1
CC(=O)Nc1cccc(C(=O)OC(C(=O)c2ccc(C)cc2)c2ccccc2)c1 (stereo not drawn)	1	1	-35	-11	16	-0.1	5	0.4	0
CCOc1ccc(C2C(C(C)=O)=C(O)C(=O)N2CCc2c[nH]c3ccccc23)cc1 (stereo not drawn)	22*	0	10	0	-2	0.1	-12	4.8	0
O=C(NC1(C(F)(F)F)NC(=O)N(Cc2cccnc2)C1=O)c1ccccc1Cl (stereo not drawn)	-2	-3	8	5	8	0.0	-2	-3.0	0
Cc1cc(OCC(=O)N2CCOCC2)ccc1NC(=O)c1ccccc1C	-2	-3	17	-1	-5	-0.1	1	1.3	-13
COc1ccc(-c2nnn(CC(=O)N(c3cccc(O)c3)C(C)C(=O)NC3CCCC3)n2)cc1OC (stereo not drawn)	-4	-6	1	-3	4	-0.1	-10	2.2	14
Cc1cc(-n2c(C)cc(C(=O)CSc3ncnc4ccccc34)c2C)no1	1	0	2	-1	3	-0.1	0	3.2	22
CC/C(=N\n1nnnc1Nc1ccccc1)c1ccccc1	-7	-3	-2	-3	-4	0.0	2	-1.5	0
CCOC(=O)C1CCCN(c2ccc(NC(=O)c3snc4c(=O)[nH]c(C)nc34)cc2)C1 (stereo not drawn)	-5	1	11	0	3	0.1	4	-0.5	9
CCCCNC(=O)c1onc(CSc2ccccc2CC)c1C(=O)O	0	1	-9	-4	9	.	-17	0.5	4
O=C(C(Cc1ccccc1)n1cccc1)N1CCN(Cc2ccccc2)CC1 (stereo not drawn)	6	-3	16	3	-6	0.1	-6	-5.8	11
O=C(Nc1ncccc1O)c1ccc(Cl)c(S(=O)(=O)N2CCCCCC2)c1	3	-1	0	-4	0	0.0	1	-1.2	-2
O=C1Nc2cc(Br)ccc2C1(O)c1ccccc1O (stereo not drawn)	1	-5	7	0	-3	-0.3	0	-1.3	-5
COc1ccc(CN2CCNC(=O)C2CC(=O)NCc2cc(C)n(C)n2)c(F)c1 (stereo not drawn)	1	-6	1	-2	-17	-0.1	6	0.8	4
CC(C)CCOP(=O)(c1ccc(N(C)C)cc1)C(Nc1ccccc1)c1ccc(N(C)C)cc1 (stereo not drawn)	7	3	5	3	-4	0.2	-8	2.2	14
Cc1ccccc1C(=O)O/N=C(\N)c1ccc([N+](=O)[O-])cc1	-1	0	2	3	13	-0.1	15	1.1	-3
O=C(CC(=O)c1c(F)cccc1Cl)c1ccccc1O	10	0	0	4	-6	0.1	-18	2.5	2
CCOc1nc(-c2ccncc2)nc2ccccc12	-3	0	3	-1	7	0.0	2	-1.1	1

Assay outcomes: PubChem BioAssay, several laboratories

Not all compounds are listed; the hit share may differ from the screen's.
